Integrin act MD = activates integrin-mediated alleviation for muscular dystrophy; alpha7betagal myoblasts, beta-gal FDG fluorescence, 48 h; Potency, µM (doses to about 38.3 µM), for inactives: top-dose activation, hits mostly activators; 350,000 tested, 0.064% active;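 note: potency is the fitted concentration of half-maximal effect; 100% = response of the positive control SU9516; nearly all actives have a fitted effect of over 60% in size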
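Alpha7betagal+/- myoblasts (passage 13) were plated 16-24 hr, then exposed to compounds (1:260 dilution of DMSO stock) for 48 hours at 37C. After MPER lysis, β-galactosidase reporter activity was read as FDG fluorescence (ex 480/em 540) after 30 minutes.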
TSG101-PTAP inh = blocks PTAP/TSG101 interaction to inhibit HIV-1 budding | Q99816 | Fluorescence polarization, FITC-PTAP peptide / Tsg101 binding | Potency, µM (doses to about 115 µM), for the others: top-dose activity change, negative = inhibition, actives largely listed as inhibitors | 340,000 tested, under 10 active | AID 493005; active = well fitted inhibition curve with a large enough effect in the main read-out, with a control signal flat, not every such curve was filed as active; inconclusive = small, poorly fitted or top-dose-only effect, or effect the other way, or a change in a side signal; inactive = no such curve, though single readings can be large or run the other way; note: potency is the fitted concentration of half-maximal effect; % of control where 0% means no effect
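Steps: Tsg101 binding domain dispensed (10 uM final), compounds pinned in DMSO, FITC-labeled PTAP-motif peptide added (50 nM final); after 20 min binding at room temperature, polarization measured.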
Mito fusion act = mitochondrial division inhibition or fusion activation; S. cerevisiae fusion-defective mutant growth rescue, CellTiterGlo 48 h; AID 485298; Potency, µM (series often up to 46.1 µM), without a hit: at the highest dose growth rescue (activation), usual class: activators; 320,000 tested, 0.23% active;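 note: potency is the fitted concentration of half-maximal effect; % of control where 0% means no effect; nearly all actives have a fitted effect of over 45% in size; temperature-sensitive fusion mutants such as fzo1-1 at 37 °C on non-fermentable ethanol glycerol medium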
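S. cerevisiae fusion-defective temperature-sensitive mutants (e.g. fzo1-1, mgm1-5) grown 48 h at 37C in YPEG (ethanol/glycerol non-fermentable) medium with 23 nl compound per well; growth rescue read as CellTiterGlo luminescence.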
MBNL1-CUG inh = inhibitors of human MBNL1 binding to CUG repeat RNA. Q9NR56. TR-FRET MBNL1-His/biotin-(CUG)12 binding, 665/545 ratio. Potency, µM (titrated, usually from 57.5 µM), inactives show at the top dose activity change, negative = inhibition, usual class: inhibitors. 280,000 tested, 0.036% active. AID 2675; active = well fitted inhibition curve with a large enough effect in the signal ratio, with a control signal flat, not every such curve was filed as active; inconclusive = small, poorly fitted or top-dose-only effect, or effect the other way, or a change in a side signal; inactive = no such curve, though single readings can be large or run the other way; the % refers to the signal ratio; note: potency is the fitted concentration of half-maximal effect; % is set by controls: 0 for no effect and ±100 for the full control effect
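Ratiometric TR-FRET (665 over 545 nm, excitation 340 nm) tracks disruption of MBNL1-His/biotin-(CUG)12 complex after 60 min at room temperature, with compounds at 92 nM to 58 uM final.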
S-ASM inh = human S-ASM enzyme inhibition | Potency, µM (series often up to 57.5 µM), for inactives: top-dose activity change, negative = inhibition, most hits filed as inhibitors | P17405 | placental ASM, HMU-PC fluorogenic substrate, 60 min | AID 504937 | 340,000 tested, 0.006% active; note: potency is the fitted concentration of half-maximal effect
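Steps: dispense placental human ASM, pin compound, wait 10 min at room temperature, add HMU-PC0 substrate at 9 uM final, incubate 60 min at 37 °C, add stop solution raising pH to 10, read fluorescence.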
CXXC DNA block = MLL CXXC-DNA interaction inhibition | MLL-CXXC / FITC-HOXA9 DNA fluorescence polarization | Potency, µM (top dose mostly 115 µM), inactives show top-dose activity change, negative = inhibition, usual class: inhibitors | 290,000 tested, 0.037% active | AID 2662; active = well fitted inhibition curve with a large enough effect in the polarisation, with a control signal flat, not every such curve was filed as active; inconclusive = small, poorly fitted or top-dose-only effect, or effect the other way, or a change in a side signal; inactive = no such curve, though single readings can be large or run the other way; the % refers to the polarisation; note: potency is the fitted concentration of half-maximal effect
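Purified MLL-CXXC (added from a 7 uM solution) was preincubated 5 min at ambient with pinned compounds in 50 mM Tris-HCl pH 7.5, 50 mM NaCl, 1 mM DTT, 0.05% BSA. Fluorescein-labeled HOX-A9 DNA (50 nM solution) followed, 30 min, then polarization read.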
Menin-MLL TR inh = inhibitors of human menin-MLL interaction, mutant MLL peptide; O00255; Menin + Texas Red MLL mutant peptide, fluorescence polarization; Potency, µM (highest dose often 61.6 µM), without a hit: at the highest dose FP activity change, negative = inhibition, most hits filed as inhibitors; 270,000 tested, 0.23% active; AID 1768; active = well fitted inhibition curve with a large enough effect in the polarisation, with a control signal flat, not every such curve was filed as active; inconclusive = small, poorly fitted or top-dose-only effect, or effect the other way, or a change in a side signal; inactive = no such curve, though single readings can be large or run the other way; the % refers to the polarisation; note: potency is the fitted concentration of half-maximal effect; % of control where 0% means no effect; many of its hits are not listed in these tables
TCR activator = activators of T cell receptors; primary human leukocytes, anti-CD3, IL-2 HTRF, 48 h; 330,000 tested, under 10 active; Potency, µM (titrated, usually from 9.22 µM), inactives show top-dose activation of IL-2 secretion, usual class: activators; note: % of control where 0% means no effect
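Activity was scored as IL-2 release from primary human leukocytes given only a TCR signal (a-CD3 beads) plus compound for 48 hr. Detection used a two-antibody HTRF format read at 665nm.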
AT treatment = candidate therapy for ataxia-telangiectasia | […] A-T fibroblasts, KAP-1 phosphorylation AlphaLISA; neocarzinostatin DNA damage 30 min before lysis | Potency, µM (top dose mostly 57.5 µM), for inactives: at the top dose activation, usual class: activators | 320,000 tested, 0.19% active | AID 485349; note: potency is the fitted concentration of half-maximal effect; % of control where 0% means no effect; nearly all actives have a fitted effect of over 45% in size
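ATM-like activity read as KAP-1 phosphorylation via AlphaLISA donor/acceptor antibody pairs after lysis and 6 hr at 25C. Cells were ATM-null patient fibroblasts ([…], hTERT), dosed 60 min, then exposed to the DSB inducer NCS for 30 min.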
TSHR antag = human thyrotropin receptor antagonism | P16473 | TSHR-expressing cells, TSH-stimulated cAMP HTRF, 2 h; stronger effect = lower value | activity change, negative = inhibition, % at 11.5 µM | 330,000 tested, 0.2% active | AID 504810;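 active = activity change below a set negative limit, meaning inhibition stronger than a set level, cut at about -70% in these data; inconclusive = activity change between two set negative limits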; note: % is set by controls: 0 for no effect and ±100 for the full control effect
Target sequence (P16473 whole entry, looked up): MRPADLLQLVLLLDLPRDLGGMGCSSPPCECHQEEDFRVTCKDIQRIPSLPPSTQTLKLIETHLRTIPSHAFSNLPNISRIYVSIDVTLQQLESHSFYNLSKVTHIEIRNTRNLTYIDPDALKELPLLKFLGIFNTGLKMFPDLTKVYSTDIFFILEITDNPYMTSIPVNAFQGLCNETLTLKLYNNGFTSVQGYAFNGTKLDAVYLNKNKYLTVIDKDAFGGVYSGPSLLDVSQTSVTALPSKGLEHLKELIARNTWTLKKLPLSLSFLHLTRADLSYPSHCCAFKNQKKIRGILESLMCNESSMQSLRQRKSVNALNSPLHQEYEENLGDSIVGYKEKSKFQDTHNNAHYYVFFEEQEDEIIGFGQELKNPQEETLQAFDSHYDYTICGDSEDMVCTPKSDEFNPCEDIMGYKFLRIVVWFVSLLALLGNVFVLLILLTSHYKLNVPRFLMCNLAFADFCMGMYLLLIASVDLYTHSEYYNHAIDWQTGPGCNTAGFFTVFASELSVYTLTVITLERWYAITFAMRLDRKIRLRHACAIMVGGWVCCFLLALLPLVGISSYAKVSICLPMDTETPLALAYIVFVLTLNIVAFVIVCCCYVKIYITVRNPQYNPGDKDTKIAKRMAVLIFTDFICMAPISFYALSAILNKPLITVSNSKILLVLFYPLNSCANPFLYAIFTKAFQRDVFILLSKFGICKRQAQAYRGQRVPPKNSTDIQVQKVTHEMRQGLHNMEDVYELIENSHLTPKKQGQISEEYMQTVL
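Freshly harvested TSHR cells receive pin-tooled compound, then EC80 TSH at 4nM final. After 2 hours at 37 deg C, antibody in lysis buffer and cAMP-d2 are added; 30 minutes at ambient temperature precede the HTRF read.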
An asterisk follows results filed as active; u = inconclusive; x = no result given; [ ] = another dose, or the depositor's remark. Unless noted, calls come from the whole dose curve; as a rule, active = well fitted curve in the direction sought with a large enough effect; inconclusive = small, poorly fitted or top-dose-only effect, or another doubt; inactive = no such curve, though single readings can be large; an effect the other way counts as inactive or inconclusive. The list is partial; count on the stated rates, not on these rows.

SMILES	Integrin act MD	TSG101-PTAP inh	Mito fusion act	MBNL1-CUG inh	S-ASM inh	CXXC DNA block	Menin-MLL TR inh	TCR activator	AT treatment	TSHR antag
c1ccc(CNCCc2c[nH]c3ccccc23)cc1	-29.5%	0.1%	-0.8%	-2.7%	5.7%	6.2%	-2.6%	-2.2%	7.3%	20.2
CC1CN(CC(=O)c2ccccc2Cl)CC(C)O1 (centres undefined)	-9.5%	-1.2%	2.6%	-1.4%	0.9%	-16.6%	-5.4%	-4.9%	26.7%	8.6
CN1CC(C(=O)c2ccc(Cl)cc2)C(c2ccccc2F)C1 (centres undefined)	-1.9%	0.8%	-2.1%	-7.3%	-1.2%	-27.5%	u	4.2%	-1.5%	10.2
O=C1NC(=O)N(c2ccc3c(c2)OCO3)C(=O)/C1=C/c1cccs1	-2.9%	-8.4%	-26.1%	-7.3%	3.0%	-6.8%	33.4%[activator]	-0.8%	7.2%	41.2
CCOP(=O)(OCC)OCC	x	-2.4%	0.9%	x	-0.4%	x	x	10.6%	0.0%	2.6
COP(=S)(OC)Oc1ccc(Sc2ccc(OP(=S)(OC)OC)cc2)cc1	x	0.1%	x	x	2.4%	2.8%	-3.6%	8.7%	x	x
COc1ccc(/C=C2/C(=O)NC(=O)N(c3ccccc3)C2=O)cc1CN1C(=O)c2ccccc2C1=O	27.4%	-3.9%	6.8%	15.3%	-3.1%	-20.6%	x	0.3%	0.0%	9.8
CCc1ccc(C2=NN(CCC(=O)N3CCC4(CC3)OCCO4)C(=O)CC2)cc1	2.1%	-0.7%	0.6%	-2.7%	2.4%	-1.9%	-11.6%	-2.3%	5.8%	6.5
CNCCCc1ccccc1	-2.0%	-0.4%	0.2%	2.6%	6.4%	-0.4%	u	3.7%	0.6%	2.5
CCOC(=O)/C(=N\Nc1ccccc1)N1CC1	17.5%	0.6%	1.0%	-1.0%	-1.6%	-1.4%	11.0%	-3.8%	-2.9%	-7.3
COC(=O)C1=C(c2ccc(Cl)c(C(F)(F)F)c2)C[C@@H]2CC[C@H]1N2C	23.6%	-1.4%	-5.7%	x	0.4%	x	x	-3.8%	25.7%	11.4
N#CC(C#N)=Cc1ccc(N2CCOCC2)cc1	-22.5%	0.1%	-4.3%	u	-1.6%	7.9%	x	1.5%	-22.7%	-8.8
CCOC(=O)C1=C(NC(=S)NC(=O)c2ccccc2)c2ccccc2CC12CCCC2	-67.0%[inhibitor]	-4.4%	7.9%	x	0.4%	-4.9%	5.6%	-20.1%[46.1 µM]	6.9%	12.1
CC(=NCc1ccc2c(c1)OCO2)c1c(O)n(C)c(=O)n(C)c1=O	-7.8%	-8.8%	-7.2%	-5.5%	-0.5%	8.9%	-21.0%	-13.9%	4.3%	9.5
CCCC1C(C#N)=C(N)Oc2c1c(=O)oc1ccccc21 (centres undefined)	-22.5%	0.3%	0.8%	25.7%	0.2%	0.7%	9.6%	2.0%[46.1 µM]	1.1%	-3.3
CCC(=NCC1CCCO1)c1c(O)n(-c2ccc(Cl)cc2)c(=O)[nH]c1=O (centres undefined)	9.4%	-2.3%	-4.3%	-11.0%	-0.6%	-4.3%	1.9%	3.4%	25.4%	-8.8
CN1CCN(c2ncnc3c2cnn3C)CC1	12.2%	1.9%	-2.5%	-3.4%	-0.5%	-6.3%	x	2.0%	-5.5%	16.9
COc1ccc(N2C(=O)C(=O)N(c3ccc(OC)cc3)P2(=O)N(CCCl)CCCl)cc1	2.2%	0.4%	x	x	2.4%	x	x	-5.1%	x	x
CN(C)C(Cc1ccccc1)C(=O)c1cccs1 (centres undefined)	x	x	6.0%	8.3%	x	1.3%	2.7%	x	-2.9%	-5.6
CC(C)(C)c1ccc(-c2c(C(=O)O)c(C(=O)O)c3n2CSC3)cc1	-7.3%	-8.9%	-3.0%	-0.1%	10.3%	-1.2%	34.9%[activator]	3.0%	-18.2%	-13.7
COc1cc(C(CN)CC(=O)O)ccc1O (centres undefined)	-0.3%	0.2%	-2.0%	-0.4%	7.3%	-9.5%	x	8.1%	4.1%	-0.4
CC12CCC3C(CCC4(O)CC(O)CCC34C=O)C1(O)CCC2C1=CC(=O)OC1 (centres undefined)	-1.3%	-0.3%	x	x	0.9%	x	x	0.5%	x	x
Cc1ccccc1Cc1c(C)nc2nc(SCC(=O)N3CCC4(CC3)OCCO4)nn2c1C	1.4%	-13.4%	3.7%	-2.6%	-4.1%	-4.5%	-6.8%	-81.0%	x	-0.9
CCCC(C)C1(CC)C(=O)NC(=Nc2ccc(F)cc2)NC1=O (centres undefined)	-10.9%	0.7%	9.9%	u	-0.4%	1.3%	0.6%	-12.8%	1.5%	1.4
CN1C(=O)C(c2ccccc2)C(=O)N(C)C1=O	-8.4%	0.8%	x	x	11.3%	x	x	-0.5%	x	x
CC(=O)OC1CC(OC2C(O)CC(OC3C(O)CC(OC4CCC5(C)C(CCC6C5CCC5(C)C(C7=CC(=O)OC7)C(O)CC65O)C4)OC3C)OC2C)OC(C)C1OC1OC(CO)C(O)C(O)C1O (centres undefined)	5.7%	1.7%	x	x	5.1%	x	x	2.7%	x	x
Cc1cc(C(=O)CN2CCCC2)c(C)n1-c1ccc(F)cc1	-20.6%	0.2%	-5.5%	2.7%	1.2%	-7.1%	x	-1.9%	-31.8%	6.1
Cc1ccc2c(c1)CC1(CN2C)C(=O)NC(=O)N(CCC2=CCCCC2)C1=O (centres undefined)	-10.4%	-3.5%	-7.0%	11.5%	-0.8%	0.0%	-1.7%	-0.1%	-4.8%	-0.5
CC(Cc1ccc(OCC(=O)O)cc1)NCC(O)c1cccc(Cl)c1 (centres undefined)	x	x	-4.8%	x	x	-5.9%	0.6%	x	x	-9.5
COC(=O)C1=C(c2ccccc2)C[C@@H]2CC[C@H]1N2C(=O)N1CCC(O)CC1	30.1%	-1.6%	x	x	1.7%	x	x	-0.9%	x	x
CC(C(=O)N1CCC2(CC1)OCCO2)C1Sc2ccccc2NC1=O (centres undefined)	14.9%	-1.7%	4.2%	-7.6%	-1.5%	10.6%	-25.5%	-11.5%	-1.0%	1.7
CCCCn1c(O)c(C=NCc2ccc3c(c2)OCO3)c(=O)[nH]c1=O	-6.5%	1.2%	-3.2%	-8.7%	-3.9%	7.3%	x	-1.2%	u	-14.8
Cc1cc(OCC(=O)Nc2c(C)n(C)n(-c3ccccc3)c2=O)c2c3c(c(=O)oc2c1)CCC3	x	x	-3.6%	21.9%	x	13.4%	6.9%	x	10.3%	-8.1
c1ccc2sc(C3CCNCC3)nc2c1	2.7%	0.7%	-4.3%	u	-0.5%	12.9%	u	-7.1%	-2.9%	-4.2
C=CCn1c(=O)/c(=C\c2ccccn2)s/c1=C(/C#N)C(=O)NCC1CCCO1 (centres undefined)	-8.3%	-10.7%	-4.4%	10.0%	21.4%	42.3%[activator]	-10.9%	-89.1%	3.4%	4.6
COC(=O)C1=C(c2ccccc2OCc2ccccc2)C[C@@H]2CC[C@H]1N2C(=O)NC1CCN(Cc2ccccc2)CC1	-28.4%	-2.0%	8.8%	x	4.5%	x	x	2.3%	-9.6%	33.0
COC1C(OC(=O)c2ccc(C)[nH]2)C(O)C(Oc2ccc3c(O)c(NC(=O)c4ccc(O)c(CC=C(C)C)c4)c(=O)oc3c2Cl)OC1(C)C (centres undefined)	-19.5%	-4.4%	5.4%	-3.5%	u	-13.7%	x	1.6%	-24.8%	-29.3
CCN1CCN(Cc2cc(C(C)(C)C)c(O)c(C(C)(C)C)c2)CC1	x	x	5.8%	1.9%	x	-1.9%	-0.8%	x	-2.6%	8.4
O=P(Oc1ccccc1)(Oc1ccccc1)C(O)c1ccc(Cl)cc1 (centres undefined)	1.0%	-1.7%	-7.9%	x	0.3%	x	x	0.9%	2.3%	-9.0
COC(=O)c1c(C)[nH]c(C(=O)C(Cc2ccccc2)N(C)C)c1C (centres undefined)	0.8%	-1.8%	-2.2%	-2.0%	1.7%	-1.9%	-23.1%	-3.5%	-2.4%	11.3
Cc1c(C(=O)NCCC2=CCCCC2)oc2ccc(S(=O)(=O)N3CCC4(CC3)OCCO4)cc12	-53.3%[inhibitor]	1.6%	18.7%	3.2%	-1.5%	-0.1%	24.0%	3.2%	-1.1%	-7.2
Fc1ccc(CCNCc2ccc(Cl)c(Cl)c2)cc1	-17.9%	-1.7%	-7.3%	-12.4%	1.2%	0.8%	10.2%	-5.7%	8.1%	-21.7

Screening data deposited in PubChem BioAssay by National Center for Advancing Translational Sciences (NCATS).
